Source: PubChem (Southern Research Specialized Biocontainment Screening Center)
inhibitors of VEEV: inhibitors of VEEV TC-83 cytopathic effect, confirmation, Vero cells (AID 588727). Vero cells, VEEV TC-83 cytopathic effect inhibition; higher % means a stronger effect. inhibition, % at 20 µM, or IC50 in µM where a hit was titrated. actives 0.13% (n = 350,000); in the data active = a potency from the dose series; inconclusive = inhibition mostly from about 14% at the one dose, without a potency; inactive = the rest, 99 in 100 with inhibition below about 12%; also: strong numbers were not always called active
tuberculosis growth: growth inhibition of non-replicating M. tuberculosis (AID 488890); actives 0.39% (n = 320,000); Mycobacterium tuberculosis non-replicating, growth inhibition; higher % means a stronger effect; inhibition, % at 25 µM; hits with a dose series show IC50 in µM; in the data active = a potency from the dose series; inconclusive = inhibition mostly from about 82% at the one dose, without a potency; inactive = the rest, 99 in 100 with inhibition below about 76%;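 also: plate controls were DMSO cells for no effect and high antibiotic wells for full effect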
H37Rv inhibition: M. tuberculosis growth inhibition, HTS (AID 449762); M. tuberculosis H37Rv growth inhibition, 7H9 media; higher % means a stronger effect; one-dose inhibition, % at 25 µM; IC50 in µM for titrated hits; actives 0.59% (n = 330,000); in the data active = a potency from the dose series; inconclusive = inhibition above about 70% without an active follow-up result;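 also: bacterial growth assessed after seven days of incubation; strong numbers were not always called active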
H1N1 NS1A inhibition: H1N1 influenza NS1A inhibitors, functional cell based assay (AID 504329); NS1A functional cell-based assay, percent inhibition; higher % means a stronger effect; inhibition, % at 12.5 µM, or IC50 in µM where a hit was titrated; actives 0.3% (n = 340,000); in the data active = a potency from the dose series; inconclusive = inhibition above about 27% without an active follow-up result; also: strong numbers were not always called active
Salmonella PhoP GFP: PhoP regulon inhibitors, Salmonella typhi PhoP promoter GFP reporter, confirmatory (AID 1850). Salmonella Typhi PhoP-promoter GFP reporter, fluorescence, 4 h; higher % means a stronger effect. one-dose inhibition, % at 50 µM; IC50 in µM for titrated hits. actives 0.33% (n = 310,000); in the data active = a potency from the dose series; inconclusive = inhibition mostly from about 25% at the one dose, without a potency; inactive = the rest, 99 in 100 with inhibition below about 19%;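 also: 0% = induced wells with vehicle and 100% = uninduced wells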
inhibitors of VEEV 10K pilot screen: also measured in inhibitors of VEEV; calls as there; inhibition, %; measured here: 10K pilot screen inhibition
* = called active by the depositor; i = inactive; ? = inconclusive; nt = not tested or not shown.

SMILES	inhibitors of VEEV	tuberculosis growth	H37Rv inhibition	H1N1 NS1A inhibition	Salmonella PhoP GFP	others
CCc1c(C)sc(NC(=S)NC(C)C2CCCO2)c1C(=O)OC (stereo unspecified)	3.2%	27.5%	-0.9%	-2.2%	-5.1%
CCCCOc1ccc(C(C)NC(=O)CCS(=O)(=O)Cc2ccccc2F)cc1 (stereo unspecified)	0.1%	-6.1%	0.3%	7.5%	-9.9%
O=C(CSc1ccc(-c2ccccn2)nn1)N1CCc2ccccc21	3.3%	35.4%	5.7%	-0.9%	-5.2%
Cn1c(O)c(C(=N)COc2ccccc2)c(=O)n(C)c1=O	3.6%	-6.0%	-3.3%	0.4%	-7.9%
CN(Cc1ccccc1)C(=O)CSc1nnc(-c2ccco2)n1-c1ccccc1	i	-0.5%	-6.8%	-1.4%	-7.7%
COc1ccccc1C(=O)N1CCN(c2ccc(N3CCOCC3)nn2)CC1	3.1%	-10.2%	-5.2%	-0.8%	2.4%
O=C(CSc1nnc(COc2ccccc2Cl)o1)NC(=O)NC1CCCC1	1.2%	?	7.2%	-0.1%	16.2%
CC(=O)Nc1ccc(C(=O)OCC(=O)N2CC3(C)CC2CC(C)(C)C3)cc1 (stereo unspecified)	1.9%	-8.3%	-1.2%	2.9%	nt
COC(=O)C1=C(c2ccc(C(C)=O)cc2)C[C@@H]2CC[C@H]1N2C(=O)NCCOc1ccccc1Cl	0.4%	15.4%	-5.4%	6.7%	nt
COc1ccccc1OCc1nnc(SCCN2CCOCC2)o1	i	6.1%	-3.0%	-30.4%	-5.5%
O=C(/C=C/c1ccccc1)Nc1nnc(-c2ccco2)o1	0.7%	7.9%	?	6.8%	6.1%
COc1ccc(C(=O)NNC(=O)COc2ccc(Cl)cc2C)cc1S(=O)(=O)N1CCOCC1	10.1%	2.1%	-2.8%	-9.8%	2.0%
Cc1ccc(NC(=O)c2ccc3c(c2)C(=O)N(c2ccccc2C)C3=O)nc1	0.6%	-6.5%	-5.3%	6.2%	nt
CC(C)Oc1cccc(C(=O)Nc2ccc(N3CCN(S(C)(=O)=O)CC3)cc2)c1	6.7%	-6.0%	1.0%	-10.5%	0.5%
CCOc1ccccc1CNC(=O)c1c([N+](=O)[O-])c(C)nn1C	i	-9.6%	3.1%	-2.5%	-3.7%
Cn1c(=O)c2c(nc(CN3CCCCC3)n2CCCc2ccccc2)n(C)c1=O	6.8%	19.8%	1.9%	-1.8%	-0.5%
COC(=O)c1sc(NC(=O)COc2ccc(OC)cc2)nc1C	1.4%	5.8%	-4.5%	2.2%	-9.1%
O=C(O)CCCN1C(=O)c2ccc(C(=O)c3cccc([N+](=O)[O-])c3)cc2C1=O	1.6%	-10.0%	-5.6%	-3.0%	2.3%
NC(N)=N/N=C/c1ccc(OS(=O)(=O)c2ccccc2)cc1	0.5%	73.2%	7.7%	10.6%	-6.6%
COc1ccc([C@H]2CC(=O)C=C(c3cc(F)ccc3OC)C2)cc1	1.8%	19.7%	9.9%	4.8%	nt
O=C(NCc1ccco1)C1Cc2ccccc2CN1C(=O)c1ccco1 (stereo unspecified)	0.1%	5.0%	0.4%	3.0%	1.4%
CC(C)(C)OC(=O)N1Cc2[nH]c3ccccc3c2C[C@@H]1C(=O)O	0.7%	-1.3%	-9.4%	-5.4%	nt
CCc1ccc2[nH]c(=O)c(CN(CCN(C)C)C(=S)NCc3ccco3)cc2c1	7.1%	16.5%	0.5%	6.5%	6.1%
COc1ccc(C2CC(=O)c3sc(N)nc3C2)cc1 (stereo unspecified)	0.8%	-8.7%	-8.9%	2.1%	2.1%
COC(=O)c1c(NC(=O)COC(=O)CCNS(=O)(=O)c2ccc(NC(C)=O)cc2)sc(C)c1C	7.7%	7.3%	-3.0%	-6.7%	6.5%

Next part:
SMILES	inhibitors of VEEV	tuberculosis growth	H37Rv inhibition	H1N1 NS1A inhibition	Salmonella PhoP GFP	others
O=C(CN(c1ccccc1)S(=O)(=O)c1ccccc1)N/N=C/c1ccco1	i	10.6%	9.7%	-4.2%	-3.0%
Clc1cccc(Cl)c1COc1ccccc1CNn1cnnc1	1.1%	23.9%	3.5%	6.9%	-13.5%
CCOCCCNS(=O)(=O)c1ccc(NC(=O)C2CC(=O)N(c3ccc(C)cc3)C2)cc1 (stereo unspecified)	0.8%	-3.8%	-1.2%	0.8%	7.2%
Cc1cccc(Cc2ncc(C(F)(F)F)cc2Cl)c1	0.6%	-2.2%	-1.6%	-0.7%	0.1%
CCOC(=O)c1cnn(-c2ccc(F)cc2)c1N	2.1%	6.2%	-0.9%	-6.9%	-4.0%
CCCn1c(=N)c(S(=O)(=O)c2ccccc2)cc2c(=O)n3ccccc3nc21	2.8%	10.2%	3.0%	7.6%	1.3%
COC(=O)CC1(C(=O)OC)Oc2ccc(Br)cc2C(=O)N1c1cccc(Cl)c1Cl (stereo unspecified)	3.9%	33.6%	0.2%	6.3%	-7.7%
CCOC(=O)c1c(CN2CCCCC2)n(C)c2ccc(OC)c(S(=O)(=O)c3ccccc3)c12	3.2%	-3.6%	4.6%	-0.6%	3.6%
COc1ccc([C@H]2CC(=O)C=C(c3cc(Cl)ccc3C)C2)cc1	i	17.6%	-1.5%	20.2%	nt
C[C@H](NC(=O)c1nc[nH]c1C(=O)NCc1ccc(CNC(=O)OC(C)(C)C)cc1)C(=O)OCc1ccccc1	1.2%	68.4%	-4.3%	-12.4%	nt	inhibitors of VEEV 10K pilot screen=2.6
Cc1nn(-c2ccccc2)c(N)c1N=Nc1ccc(Cl)cc1	4.2%	45.3%	27.3µM*	9.5%	-9.1%
CCCN1CCN(c2nc3c([nH]2)c(=N)ncn3CC(O)CO)CC1 (stereo unspecified)	0.3%	-15.8%	-11.0%	11.8%	-1.4%
C#CCSc1nc(N)c2c(n1)OC(N)=C(C#N)C2c1cccnc1 (stereo unspecified)	1.3%	-22.1%	-4.1%	0.1%	-12.0%
Cc1cc(C)cc(C(=O)OCC(=O)NCc2cccs2)c1	0.5%	31.4%	6.4%	0.5%	-9.7%
CCOC(=O)C1CCN(Cc2ccc(OCc3ccccc3)cc2)CC1	0.3%	?	7.4%	-1.8%	-5.1%
COCc1ccc(C(=O)N2CCCC(Nc3ccc4c(c3)OCCO4)C2)o1 (stereo unspecified)	5.0%	12.9%	-6.7%	5.6%	-6.8%
O=C(NCc1cccs1)C1CCCN1S(=O)(=O)c1ccccc1F (stereo unspecified)	i	5.5%	-1.3%	-1.1%	1.8%
CN(C)c1ccc(C(=O)N2CCN(C(=O)C3CCCO3)CC2)cc1 (stereo unspecified)	0.8%	-3.9%	-0.5%	-3.1%	nt
O=C(c1ccc2c(c1)OCO2)N1CCCN(C(=O)c2ccc3c(c2)OCO3)CC1	2.4%	-2.8%	-3.7%	-3.3%	-6.0%
O=C(NCc1ccncc1)C1CCN(C(=O)c2cccc(Cl)c2)CC1	i	1.8%	-0.4%	-4.6%	-5.2%
O=C(NCC1CCCO1)c1ccc(N2C(=O)C3CCCCC3C2=O)cc1 (stereo unspecified)	2.0%	-2.7%	1.5%	10.8%	15.2%
CCOC(=O)CSc1nc2c(sc(=S)n2-c2ccccc2OC)c(=O)n1Cc1ccco1	2.7%	50.7%	-4.6%	4.3%	-0.3%
Cc1ccc(CN2CCSc3ccc(C(=O)NCCCN4CCN(C)CC4)cc32)cc1	i	8.9%	-3.5%	11.1%	-0.1%
Cn1nc(C(=O)N2CCc3ccccc3C2)c2ccccc2c1=O	1.3%	-2.5%	-5.9%	5.8%	-6.3%
CC(=O)c1ccc(OC(=O)CN2C(=O)c3ccccc3C2=O)cc1	0.6%	-3.2%	2.5%	-11.2%	12.0%

Nothing new here: 2 of the compounds above.
SMILES	inhibitors of VEEV	tuberculosis growth	H37Rv inhibition	H1N1 NS1A inhibition	Salmonella PhoP GFP	others
Cn1nc(C(=O)N2CCc3ccccc3C2)c2ccccc2c1=O	1.3%	-2.5%	-5.9%	5.8%	-6.3%
CC(=O)c1ccc(OC(=O)CN2C(=O)c3ccccc3C2=O)cc1	0.6%	-3.2%	2.5%	-11.2%	12.0%

(next part)
SMILES	inhibitors of VEEV	tuberculosis growth	H37Rv inhibition	H1N1 NS1A inhibition	Salmonella PhoP GFP	others
CCOc1ccccc1N(C(=O)c1ccccc1Cl)C1=NC(C)(C)CS1	0.5%	8.4%	2.4%	-2.0%	-4.5%
O=c1cc(-c2ccc([N+](=O)[O-])cc2)nc2cc(-c3ccc(F)cc3)[nH]n12	6.1%	50.7%	3.0%	-5.8%	-3.9%
Cc1oc(-c2cccc(Cl)c2)nc1CS(=O)(=O)CC(=O)NC1CCCC1	0.5%	8.2%	4.5%	3.5%	5.3%
Cc1oc(-c2cc(F)cc(F)c2)nc1CN1CCSCC1	0.1%	-4.2%	-8.2%	2.7%	8.3%
CC(NC(=O)COC(=O)c1ccc[nH]c1=O)c1ccccc1 (stereo unspecified)	i	4.1%	-7.6%	-2.0%	nt
O=c1cc(N2CCOCC2)[nH]c(=O)n1C1CCCCC1	0.6%	-10.7%	0.5%	0.1%	-0.8%	inhibitors of VEEV 10K pilot screen=1.2
Cc1ccccc1-c1cc(C(=O)NCc2cccc(Br)c2)nn1CC1CC(c2cccc([N+](=O)[O-])c2)=NO1 (stereo unspecified)	i	33.2%	7.1%	2.8%	nt	inhibitors of VEEV 10K pilot screen=0.1
O=C(O)Cc1ccc(NC(=S)Nc2ccc(Br)cc2Cl)cc1	0.8%	-10.8%	1.1%	8.4%	-2.2%
O=C1N/C(=N/O)S/C1=C/c1cccnc1	i	-0.3%	61.6%	-4.2%	-3.2%
COC(=O)[C@]1(C)N[C@H](CN(C)S(=O)(=O)c2ccc(OC)cc2)[C@@H]2C(=O)N(C)C(=O)[C@@H]21	i	-10.7%	8.2%	7.5%	nt
COC(=O)N/N=C/c1cn(Cc2ccccc2F)c2ccccc12	1.0%	18.0%	6.8%	-14.8%	-8.0%
CC(C)Cn1cnc2c(N)nc3ccccc3c21	0.5%	nt	nt	0.3%	nt
O=C(CC1CCCC1)Nc1nc2ccccc2[nH]1	7.1%	74.3%	22.9%	-10.1%	-4.8%
CCOC(=O)c1c(C)sc2c1N(C(C)=O)c1cc(Cl)ccc1S2	5.6%	30.8%	3.2%	4.2%	29.1%

Molecules from the list above that contain fluorine, in the order listed:
SMILES	inhibitors of VEEV	tuberculosis growth	H37Rv inhibition	H1N1 NS1A inhibition	Salmonella PhoP GFP	others
CCCCOc1ccc(C(C)NC(=O)CCS(=O)(=O)Cc2ccccc2F)cc1 (stereo unspecified)	0.1%	-6.1%	0.3%	7.5%	-9.9%
COc1ccc([C@H]2CC(=O)C=C(c3cc(F)ccc3OC)C2)cc1	1.8%	19.7%	9.9%	4.8%	nt
Cc1cccc(Cc2ncc(C(F)(F)F)cc2Cl)c1	0.6%	-2.2%	-1.6%	-0.7%	0.1%
CCOC(=O)c1cnn(-c2ccc(F)cc2)c1N	2.1%	6.2%	-0.9%	-6.9%	-4.0%
O=C(NCc1cccs1)C1CCCN1S(=O)(=O)c1ccccc1F (stereo unspecified)	i	5.5%	-1.3%	-1.1%	1.8%
O=c1cc(-c2ccc([N+](=O)[O-])cc2)nc2cc(-c3ccc(F)cc3)[nH]n12	6.1%	50.7%	3.0%	-5.8%	-3.9%
Cc1oc(-c2cc(F)cc(F)c2)nc1CN1CCSCC1	0.1%	-4.2%	-8.2%	2.7%	8.3%
COC(=O)N/N=C/c1cn(Cc2ccccc2F)c2ccccc12	1.0%	18.0%	6.8%	-14.8%	-8.0%
